Screening results (PubChem BioAssay)
PI4K2A inh = PI4K2A (human) kinase inhibition. purified PI4K2A, ADP-Glo luminescence, 1 h; active compounds read low. Q9BTU6. actives 0.13% (n = 420,000). activity change, negative = inhibition, % at 76.9 µM. AID 1346378; in the data active = activity change below about -50%; inconclusive = mostly about -30% to -49%;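 also: -100% = wells without enzyme as full effect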
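PI4K2A activity was measured by ADP-Glo luminescence: enzyme (4 ug/mL stock) and phosphatidylinositol (1.2 mM stock) in Tris pH 7.5/MgCl2/EGTA/Triton X-100 buffer were reacted with ATP (300 microM stock) for one hour at ambient temperature.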
ERG Ets-DNA blk = blocks human ERG Ets domain binding to DNA; fluorescence polarization, His-ERG Ets domain / labelled DNA; AID 624246; actives 0.028% (n = 370,000); Potency, µM (titrated, usually from 76.9 µM), without a hit: at the highest dose FP activity, negative = inhibition, actives largely listed as inhibitors; P11308; active = well fitted inhibition curve with a large enough effect in the polarisation, with a control signal flat; inconclusive = small, poorly fitted or top-dose-only effect, or effect the other way, or a change in a side signal; inactive = no such curve, though single readings can be large or run the other way; the % refers to the polarisation;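 also: polarization taken with two DNA probes labelled with fluorescein and Texas red; potency is read from the fitted curve at half-maximal effect; % of control where 0% means no effect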
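His-tagged ERG Ets domain (1 uM in the protein solution; 300mM KCl, 50mM Tris-HCl, 1mM EDTA, 1mM DTT, pH 7.5) received compound, then a probe mix of 5 nM fluorescein-DNA and 100nM Texas-615-DNA. Fluorescence polarization was read for both dyes.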
JMJD2A Tudor = blocks the human JMJD2A Tudor domain | O75164 | AlphaScreen JMJD2A-Tudor / H3K4me3 peptide binding | Potency, µM (highest dose often 114 µM), for inactives: at the highest dose activity change, negative = inhibition, actives largely listed as inhibitors | actives 4.4% (n = 390,000); also: potency is read from the fitted curve at half-maximal effect; % is scaled to controls: 0 for no effect and ±100 for the full control effect; nearly all actives have a fitted effect of over 50% in size
BAZ2B block = blocks human BAZ2B | Q9UIF8 | AlphaScreen BAZ2B-H3K14Ac peptide displacement | Potency, µM (highest dose often 114 µM), without a hit: at the highest dose activity change, negative = inhibition, actives largely listed as inhibitors | actives 4.4% (n = 360,000); also: potency is read from the fitted curve at half-maximal effect; % is scaled to controls: 0 for no effect and ±100 for the full control effect; nearly all actives have a fitted effect of over 60% in size
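AlphaScreen luminescence quantifies BAZ2B engagement of H3K14Ac peptide; the protein and biotinylated peptide are both at 50 nM final, buffer PBS pH 7.4 with 0.01% Tween-20, all steps at room temperature.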
RGS4 inh = inhibitors of human regulator of G protein signaling 4; Transcreener GDP fluorescence polarization, RGS4-accelerated GTP hydrolysis; Potency, µM (series often up to 114 µM), without a hit: at the top dose activity change, negative = inhibition, hits mostly inhibitors; actives 0.039% (n = 390,000); AID 504845; also: potency is read from the fitted curve at half-maximal effect; % is scaled to controls: 0 for no effect and ±100 for the full control effect; nearly all actives have a fitted effect of over 75% in size; some results filed as inactive show a strong effect at the top dose
Target sequence (P49798 whole entry, looked up): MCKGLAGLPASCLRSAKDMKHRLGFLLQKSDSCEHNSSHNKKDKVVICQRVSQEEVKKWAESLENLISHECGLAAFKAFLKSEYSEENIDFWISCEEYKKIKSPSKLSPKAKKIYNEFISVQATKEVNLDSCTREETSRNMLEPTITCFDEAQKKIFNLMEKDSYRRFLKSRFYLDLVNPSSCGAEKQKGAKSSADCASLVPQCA
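MLSMR compounds (23 nl, pin-transferred) preincubated 10 min at room temperature with a 500nM (2x) first reagent, then RGS4 at 900nM (2x) plus Transcreener GDP mix added; fluorescence polarization (620/688 nm) read before and after 90 min at 30 °C.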
ALOX12 inh = blocks human arachidonate 12S-lipoxygenase | Potency, µM (series often up to 108 µM), for the others: at the top dose activity change, negative = inhibition, usual class: inhibitors | actives 1.1% (n = 580,000) | AID 1671190 | P18054 | purified 12hLO, xylenol orange hydroperoxide absorbance; also: potency is read from the fitted curve at half-maximal effect; % is scaled to controls: 0 for no effect and ±100 for the full control effect
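Purified human 12hLO at 150 nM in 25 mM Hepes, 0.01% Triton X-100, pH 7.0, preincubated 15 min at room temperature with compound. Reaction started with 40 uM arachidonic acid, 30 min at room temperature. Hydroperoxide measured by Fe-xylenol orange, 573/405 nm absorbance ratio.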
G9a inh = inhibitors of human histone lysine methyltransferase G9a | G9a H3K9 monomethylation, AlphaScreen, 2 h | Potency, µM (doses to about 102 µM), without a hit: at the highest dose activity, negative = inhibition, usual class: inhibitors | actives 8.8% (n = 350,000) | AID 504332; also: potency is read from the fitted curve at half-maximal effect; % is scaled to controls: 0 for no effect and ±100 for the full control effect; nearly all actives have a fitted effect of over 75% in size
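Enzyme 20 nM + cpd, 15 min RT; add b-H3K9 pep 500 nM / SAM 20 uM; 2 h RT; anti-H3K9me1 Ab 0.5 ug/mL + SA donor / anti-rabbit acceptor beads 20 ug/mL each, 10 min; AlphaScreen read.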
HP1b binding inh = blocks HP1-beta chromodomain binding to methylated histone tails; AlphaScreen HP1-beta / biotin-H3K9me3 peptide binding; Potency, µM (doses to about 114 µM), for inactives: top-dose activity change, negative = inhibition, most hits filed as inhibitors; actives 0.56% (n = 390,000); also: potency is read from the fitted curve at half-maximal effect; nearly all actives have a fitted effect of over 70% in size; inactives centre near 23
Target sequence (P83916 whole entry, looked up): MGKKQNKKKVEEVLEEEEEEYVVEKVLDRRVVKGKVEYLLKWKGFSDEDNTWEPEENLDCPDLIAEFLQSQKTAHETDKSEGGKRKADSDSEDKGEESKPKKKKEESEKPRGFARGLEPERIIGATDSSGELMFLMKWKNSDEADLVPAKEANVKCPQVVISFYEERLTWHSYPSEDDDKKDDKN
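Compound inhibition of the preformed complex between 50 nM HP1-beta and 50 nM biotinylated H3K9me3 peptide was read by AlphaScreen. Buffer was PBS pH 7.4 with 0.01% Tween-20. Incubations ran 30 min at room temperature, with 10 ug/mL donor/acceptor beads.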
GLS inh = blocks human kidney-isoform glutaminase activity | Potency, µM (highest dose often 45.5 µM), for the others: top-dose activity change, negative = inhibition, actives largely listed as inhibitors | actives 0.21% (n = 410,000) | GLS enzymatic activity, qHTS titration | O94925; also: potency is read from the fitted curve at half-maximal effect; % is scaled to controls: 0 for no effect and ±100 for the full control effect
Target sequence (O94925 whole entry, looked up, canonical isoform): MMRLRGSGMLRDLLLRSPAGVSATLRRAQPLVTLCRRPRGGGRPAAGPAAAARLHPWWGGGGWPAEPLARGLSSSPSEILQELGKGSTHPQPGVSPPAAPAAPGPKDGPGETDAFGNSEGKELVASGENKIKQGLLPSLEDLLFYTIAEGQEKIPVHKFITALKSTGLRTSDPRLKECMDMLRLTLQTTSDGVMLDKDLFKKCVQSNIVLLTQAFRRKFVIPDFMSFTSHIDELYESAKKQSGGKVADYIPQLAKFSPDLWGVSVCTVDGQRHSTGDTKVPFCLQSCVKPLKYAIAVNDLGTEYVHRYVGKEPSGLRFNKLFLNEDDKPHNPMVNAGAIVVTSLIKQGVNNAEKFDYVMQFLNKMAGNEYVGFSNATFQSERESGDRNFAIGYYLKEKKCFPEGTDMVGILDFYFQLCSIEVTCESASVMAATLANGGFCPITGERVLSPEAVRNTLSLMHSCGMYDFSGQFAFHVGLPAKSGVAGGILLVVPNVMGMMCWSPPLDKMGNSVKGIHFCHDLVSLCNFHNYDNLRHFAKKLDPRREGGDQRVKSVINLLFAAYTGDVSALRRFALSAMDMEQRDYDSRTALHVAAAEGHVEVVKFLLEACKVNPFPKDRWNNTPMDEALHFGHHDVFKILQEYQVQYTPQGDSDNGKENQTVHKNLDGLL
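Coupled fluorescence readout: glutamate oxidase/HRP/Amplex Red detect glutamate formed by hKGA from L-glutamine (1 mM solution added). Buffer 45 mM KH2PO4 pH 8.2, 0.02% Tween-20; reads at t0 and 30 min RT.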
The depositor's hits bear a star; ? = inconclusive; nt = no result given; & = joins results of further samples; [ ] = another dose, or the depositor's remark. Unless noted, calls follow the shape of the dose curve; as a rule, active = well fitted curve in the direction sought with a large enough effect; inconclusive = small, poorly fitted or top-dose-only effect, or another doubt; inactive = no such curve, though single readings can be large; an effect the other way counts as inactive or inconclusive. Only part of the results is shown; rates above refer to the full screens.

SMILES	PI4K2A inh	ERG Ets-DNA blk	JMJD2A Tudor	BAZ2B block	RGS4 inh	ALOX12 inh	G9a inh	HP1b binding inh	GLS inh
CC(C)C(=O)C1=Cc2cc([N+](=O)[O-])ccc2OC1N1CCOCC1 (stereo not drawn)	-5	-1%	-18%	3%	-9%	0%	nt	22%	-7%
CC(=O)Nc1ccc(S(=O)(=O)NC2=NCN(C(C)C)CN2)cc1	-7	0%	6%	-14%	18%	-18%	-11%[59 µM]	11%	10%
CCN(CC)S(=O)(=O)c1ccc(N2CCOCC2)c(NC(=O)C2CC2)c1	-4	-1%	-8%	4%	-9%	-12%	5%	18%	5%
COc1ccc(C2CC(c3ccccc3)=NN2C(=O)COC(=O)c2cccc(S(=O)(=O)N(C)C)c2)cc1 (stereo not drawn)	-1	-4%	-24%	-4%	12%	-12%	-8%	9%	-1%
N#Cc1c(-c2ccco2)nc(SCC(=O)Nc2cccc(Cl)c2)[nH]c1=O	0	nt	?	-12%	-27%	22µM*	35µM*	14%	-16%
COc1ccccc1N1CCN(C(=O)c2ccccc2SCC(=O)NCc2ccco2)CC1	0	-7%	-22%	-4%	-6%	-27%	50µM*	19%	21%
O=C1N/C(=N\N=C\c2ccccn2)SC1Cc1cccc(SC(F)F)c1 (stereo not drawn)	-1	5%	-10%	1%	20%	2%	95%[activator][59 µM]	8%	10%
O=C(NCc1cccc(Cl)c1)c1cccc(OC2CCN(C(=O)C3CC3)CC2)c1	0	8%	-1%	-15%	-7%	9%	23%	26%	2%
Cc1cc(C(=O)OCC(=O)c2ccccc2)c2ccccc2n1	2	-3%	-1%	8%	-8%	9%&25%	20%	15%	0%
CCOc1ccccc1NC(=O)c1cc(Cl)ccc1NC(=O)c1ccco1	-11	4%	-8%	5%	5%	6%	0%[12.7 µM]	11%	-3%
Cc1cc(C(=O)CSc2nnc(-c3ccccc3F)o2)c(C)n1Cc1cccs1	-9	-8%	32%	-26%	-33%	0%	-30%	11%	0%
CN(C)c1nc(N)nc(CSc2nnnn2-c2ccc(F)cc2)n1	3	-8%	-11%	10%	-16%	12%	22%[12.7 µM]	25%	-1%
CN(C)CCCn1c(=S)[nH]c2sc3c(c2c1=O)CCCC3	-1	4%	22µM*	?	?	14µM*	7.9µM*	?	?
CCn1c(Cc2c(C)[nH]c3ccccc23)n[nH]c1=S	4	-2%	4µM*	-35%	-22%	0%	1.8µM*	15%	-15%
COc1ccc(C(=O)Nc2cccc(OCc3cc(=O)n4c5c(sc4n3)CCCC5)c2)cc1OC	2	2%	-3%	-9%	17%	-28%	10%[59 µM]	33%	3%
C=C1CSc2nc3ccccc3c(=O)n21	13	-4%	18%	-2%	-3%	324%[activator]	11%[59 µM]	33%	-6%
CCN1CCN(c2ncnc3scc(-c4ccc(OC)cc4)c23)CC1	0	9%	-15%	-17%	11%	250%[activator]	1%	44%[activator]	0%
CC(C)(C)OC(=O)N1CCC(c2c(C(=O)N3CCC(c4ccccc4)C3)cnn2-c2ccc(Cl)cc2)CC1 (stereo not drawn)	-1	-12%	-22%	-5%[57.1 µM]	-14%	-14%	-33%[59 µM]	21%	0%
COC(=O)c1ccc(Oc2nc(C)cc(Oc3ccccc3)n2)cc1	3	5%	16%	41%[activator]	-2%	424%[activator]	32%[59 µM]	54%[activator]	4%
CCNC(=O)N1C(=O)C2(OCCO2)c2cc(Br)ccc21	4	-5%	-9%	-5%	-4%	26%	3%	61%[activator]	-10%
C=CCNC(=O)CSc1nnc(-c2cccs2)o1	3	-9%	-11%	-23%	1%	1%	1%	16%	-7%
COCCNC(=O)c1ccc(-n2c(-c3ccccc3)cc3c2CCC(C)C3)cc1 (stereo not drawn)	3	1%	-18%	-3%	13%	-26%	2%[59 µM]	17%	-7%
COc1ccc(C(=O)NC2=NCCS2)c(OC)c1	-9	-9%	-23%	-27%	-2%	59%[activator]	5%[12.7 µM]	22%	-1%
CCCCn1c(NCc2cc(Br)ccc2O)nc2ccccc21	3	0%	-20%	1%	22%	0%	-2%[59 µM]	45%[activator]	3%
COCCN(C(=O)c1oc2ccccc2c1COC)c1c(N)n(CC(C)C)c(=O)[nH]c1=O	-2	-10%	-7%	7%	-6%	10%	6%[12.7 µM]	17%	16%
CCc1cc(=O)oc2cc(C)cc(OCC(=O)NCCN3CCOCC3)c12	-2	-2%	-12%	-17%	7%	7%&2%	-5%	30%	8%
CC1=CC(C)C(/C=N/n2cnnc2)C(C)C1 (stereo not drawn)	-3	7%	-5%	-6%	-21%	-9%	?	30%	1%
C=CC[C@H](CC(=O)N(CCO)Cc1ccccc1)C(=O)N[C@H](COC(=O)[C@@H](CC=C)Cc1ccc(F)cc1)Cc1ccccc1	-1	1%	-16%	nt	1%	-5%	nt	37%	-6%
COc1cc(NC(=O)CNc2cccc(S(=O)(=O)N3CCCC3)c2)cc(OC)c1	1	7%	-16%	-15%	-13%	500%[activator]	nt	21%	4%
Cc1cc(C)cc(NC(=O)CN2CCN(CCN=CC3=C(O)CC(c4ccc(Cl)cc4)CC3=O)CC2)c1 (stereo not drawn)	1	11%	-5%	-19%	4%	-9%	23%	29%	11%
Nc1cccc(C(=O)NCCNC(=O)c2cccc(N)c2)c1	-3	2%	1%	-8%	-3%	0%	14%	33%	2%
CC(NC(=O)c1ccccc1)C(=O)OCC(=O)c1c(N)n(C)c(=O)n(C)c1=O (stereo not drawn)	-4	8%	-9%	-5%	7%	277%[activator]	-8%[12.7 µM]	28%	5%
CC12CCC(C(=O)NNC(=O)c3ccc(F)cc3)(OC1=O)C2(C)C (stereo not drawn)	2	-9%	1%	19%	-6%	-57%	nt	30%	0%
Nc1cc(=O)[nH]c(=O)n1Cc1ccco1	1	-12%	-3%	2%	15%	0%	-6%[59 µM]	14%	13%
Cc1c(C(=O)N2CCCC2)oc2c1-c1nn(CC(=O)NCc3cccc(Br)c3)cc1CC2	1	-3%	1%	-39%	-12%	-20%	?	43%[activator]	2%
CC(CN1CCOCC1)OC(=O)Cc1ccc(Cl)cc1 (stereo not drawn)	-2	1%	-2%	5%	18%	-29%	-25%	26%	-2%
O=C(CNC(=O)OCc1ccccc1)NC1CCCCCCC1	8	nt	2%	6%	-14%	-1%	-9%[59 µM]	23%	-5%
COc1ccc(S(=O)(=O)N2CCC(C(=O)NCc3ccco3)CC2)cc1	3	1%	-21%	4%	23%	0%	2%[12.7 µM]	14%	-8%
COc1ccc(NC(=O)CN(C)C(=O)c2cccc(S(=O)(=O)Nc3ccc(OC)cc3)c2)cc1	5	1%	-12%	8%	19%	-6%	21%[0.501 µM]	8%	5%
COC(=O)CSc1nnc(SCc2ccc(OC)cc2)s1	7	0%	19%	33%	-6%	1%	?	39%[activator]	3%
Cc1ccc(OCc2cc(C(=O)NCc3cn4ccccc4n3)no2)cc1C	4	-7%	?	?	-2%	0%	?	9%	-3%
COc1cc(C(=O)Oc2ccc3ccc(O)cc3c2)cc(OC)c1OC	2	1%	-15%	-32%	-20%	?	?	4%	7%
COc1cccc(CN2CCNC(=O)C2CC(=O)O)c1OC (stereo not drawn)	-4	6%	-13%	-1%	-5%	-1%	?	29%	8%
O=[N+]([O-])c1ccc2c(c1)nc1n2CCN(c2ccccc2)C1	-3	-21%	-26%	?	-36%	-23%	13µM*	52%[activator]	0%
CC(=O)NCCNc1nc2c(S(=O)(=O)c3ccc(C)c(C)c3)nnn2c2ccc(Cl)cc12	-2	7%	8%	2%	-11%	-2%	11%[59 µM]	26%	0%
C(=N\N=C\c1ccccc1)/c1ccccc1	-2	7%	12%	1%	-14%	-7%	76%[activator]	56%[activator]	0%
COC(=O)/C(N=Nc1c(C)n(C)n(-c2ccccc2)c1=O)=C(\C)O	-4	-3%	-23%	8%	10%[11.4 µM]	0%	?	10%	32%[activator]
COC(=O)C1C(O)=CC(=O)CC1C (stereo not drawn)	-17	1%	-6%	39%[activator]	-6%	-23%	-12%[59 µM]	24%	-3%
CCOC(=O)NC1(Nc2ccc(C)cc2)Oc2ccccc2O1	-5	-16%	?	-11%	-48%	?	?	?	-30%
O=C(CSc1nnnn1CCCO)Nc1ccc2c(c1)OCO2	-6	12%	1%	3%	40%	0%	4%	-13%	3%

Entries above that bear a hit mark in ALOX12 inh:
SMILES	PI4K2A inh	ERG Ets-DNA blk	JMJD2A Tudor	BAZ2B block	RGS4 inh	ALOX12 inh	G9a inh	HP1b binding inh	GLS inh
N#Cc1c(-c2ccco2)nc(SCC(=O)Nc2cccc(Cl)c2)[nH]c1=O	0	nt	?	-12%	-27%	22µM*	35µM*	14%	-16%
CN(C)CCCn1c(=S)[nH]c2sc3c(c2c1=O)CCCC3	-1	4%	22µM*	?	?	14µM*	7.9µM*	?	?
